All columns: NCI-60 one-dose screen, growth in % after 48 h at 10 µM unless noted; 100 = growth as untreated, 0 = no growth, -100 = all killed.
HOP-62 = HOP-62 NSCLC; 80,000 compounds, 3.9% hits; AID 1794735
HOP-92 = HOP-92 NSCLC cells | 71,000 compounds, 6.3% hits | AID 1794738
MALME-3M = MALME-3M melanoma; 78,000 compounds, 5.8% hits; AID 1794766
UACC-62 = UACC-62 melanoma. 81,000 compounds, 5.4% hits. AID 1794756
M14 = M14 melanoma; 80,000 compounds, 6.2% hits
A549/ATCC = A549/ATCC NSCLC | 81,000 compounds, 3.7% hits
EKVX = EKVX NSCLC; 71,000 compounds, 3% hits
UACC-257 = UACC-257 melanoma. AID 1794764. 78,000 compounds, 4.4% hits
An asterisk follows results filed as active; . = no result given; & = joins results of further samples. The calls were made as follows: active = growth percent below 10; inactive = the rest.

cpd | Molecule | HOP-62 | HOP-92 | MALME-3M | UACC-62 | M14 | A549/ATCC | EKVX | UACC-257
1 | CC12O[C@H](C[C@@H](OC(=O)CCC(=O)O)[C@H]1O)n1c3ccccc3c3c4c(c5c6ccccc6n2c5c31)C(=O)NC4=O | 14 | 7.8* | -22* | -6.1* | -6.7* | 14 | 43 | .
2 | O=C1OC(=O)c2nc3ccccc3nc21 | 101 | 89 | . | 109 | 104 | 100 | 93 | 105
3 | CCOC(=O)/C=C1\C(CO)OC(n2cnc3c(N)ncnc32)C1O[Si](C)(C)C(C)(C)C (stereo not drawn) | 99 | 90 | 105 | 79 | 87 | 100 | 86 | 95
4 | CC(=O)[C@H]1CC[C@H]2[C@@H]3CC[C@@H]4CC(=O)CC[C@]4(C)[C@H]3C[C@H](O)[C@]12C | 88 | 102 | 457 | 95 | 94 | 90 | 107 | .
5 | CC(C)Cc1ccc(C(C)C(=O)NCc2c[nH]c3ccc(Br)cc23)cc1 (stereo not drawn) | 98 | 87 | 98 | 69 | 98 | 87 | 84 | 91
6 | O=C(O)c1cc(N=Nc2ccc(/C=C/c3ccc(N=Nc4ccc(O)c(C(=O)O)c4)cc3S(=O)(=O)O)c(S(=O)(=O)O)c2)ccc1O | 115 | 118 | 99 | 104 | 106 | 109 | 101 | 109
7 | COc1ccc(C2=Cc3[nH][nH]c(=O)c3C(c3sc(N(C)Cc4ccccc4)nc3Cl)C2)cc1 (stereo not drawn) | 111 | 78 | 94 | 77 | 105 | 105 | 99 | 99
8 | COC(=O)[C@]1(C(C)C)N[C@H](c2cn(-c3ccccc3)nc2-c2ccccc2)[C@@H]2C(=O)N(c3ccc(OC)cc3)C(=O)[C@@H]21 | 95 | . | 104 | 104 | 100 | 104 | 111 | 109
9 | CCOC(=O)CNc1nc(N)nc(N2CCCCC2)c1C=O | 118 | 95 | . | 104 | 102 | 102 | 106 | 103
10 | O=C(Nc1ccc(Br)cc1)Nc1cccc(-c2cc(=O)c3ccccc3o2)c1 | 106 | 110 | 92 | 91 | 97 | 96 | 91 | 101
11 | Nc1ccc(NC(=O)C(=O)O)cc1 | 101 | 111 | 122 | 99 | 107 | 125 | 103 | 139
12 | CN1c2ccccc2Sc2cc(C3CCC(=O)N3c3ccc(Cl)cc3Cl)ccc21 (stereo not drawn) | 91 | 54 | 92 | 65 | 86 | 75 | 69 | 95
13 | COc1cc(-c2nc(Nc3nc4ccccc4[nH]3)nc(N)c2C#N)cc(OC)c1OC | 65 | 51 | 65 | 45 | 53 | 70 | 75 | 69
14 | CCCCC/C(=C\c1ccccc1)C1OC(C)CC(C)O1 (stereo not drawn) | 107 | 89 | 104 | . | 89 | 72 | 107 | 62
15 | c1ccc(C2=NN3C(C2)c2ccccc2OC3c2ccccc2)cc1 (stereo not drawn) | 111 | 119 | 110 | 97 | 104 | 109 | 92 | 109
16 | Nn1c(=O)c(=O)[nH]c2c(cnn2-c2ccccc2)c1=O | 86 | 106 | 106 | 102 | 110 | 101 | 99 | 107
17 | Fc1ccc2c(c1)COc1c-2c(C(F)(F)F)nn1-c1ccccc1 | 123 | . | . | 86 | 111 | 97 | 95 | 105
18 | Cc1ccc(CCCC(=O)O)cc1 | 102 | 102 | 125 | 98 | 105 | 94 | 109 | 91
19 | CC(=O)c1c(N)c(C#N)cn1-c1ccc(Cl)cc1Cl | 95 | 99 | 107 | 81 | 99 | 96 | 94 | 106
20 | CCOc1ccc(NC(=O)Cn2cnc3c(cc(-c4ccccc4)n3-c3ccccc3)c2=O)cc1 | 98 | 94 | 102 | 99 | 94 | 104 | 101 | 98

An excerpt of these results, as labelled records:
13: COc1cc(-c2nc(Nc3nc4ccccc4[nH]3)nc(N)c2C#N)cc(OC)c1OC
  HOP-62: 65 | HOP-92: 51 | MALME-3M: 65 | UACC-62: 45 | M14: 53 | A549/ATCC: 70 | EKVX: 75 | UACC-257: 69
16: Nn1c(=O)c(=O)[nH]c2c(cnn2-c2ccccc2)c1=O
  HOP-62: 86 | HOP-92: 106 | MALME-3M: 106 | UACC-62: 102 | M14: 110 | A549/ATCC: 101 | EKVX: 99 | UACC-257: 107

Screen by screen, as entered above.
Nos. 17–20 in UACC-257, in turn: 105, 91, 106, 98

(listing goes on)
cpd | Molecule | HOP-62 | HOP-92 | MALME-3M | UACC-62 | M14 | A549/ATCC | EKVX | UACC-257
21 | O=C(C[n+]1ccccc1)c1ccc(Cl)cc1 | 97 | 104 | . | 105 | 110 | 96 | . | 97
22 | O=S(=O)(O)CCc1ccccn1 | 95 | 130 | 95 | 107 | 89 | 104 | 103 | 101
23 | CC/C=C\C[C@H]1C/C=C2/C(=O)C=C[C@H]2C/C=C\CCCC(=O)O1 | 23 | 51 | 75 | . | 19 | 30 | 45 | 47
24 | N#Cc1c(Nc2ccc(F)c(Cl)c2)n[nH]c1-c1cccs1 | 93 | 69 | 102 | 70 | 91 | 101 | 81 | 106
25 | CC(=O)Nc1ccc(S(=O)(=O)O)c(N)c1 | 102 | 114 | 125 | 100 | 111 | 106 | 99 | 101
26 | c1ccc(NCc2ccc3c(c2)OCO3)cc1 | 101&94 | . | 119&106 | 100&110 | 101&101 | 95&103 | 107 | 97&101
27 | NC(=O)NN=C1CCCC1 | 109 | 91 | 124 | 102 | 102 | 96 | 124 | .
28 | CCOC(=O)C1CCCN(Cc2nc3sc4c(c3c(=O)[nH]2)CCC(C)C4)C1 (stereo not drawn) | 108 | 96 | 95 | 95 | 112 | 96 | 103 | .
29 | CCc1ccc(OCc2ccccc2C(=O)Nc2ccc3nc(C)cc(N)c3c2)cc1 | -79* | -87* | -86* | -93* | -94* | -74* | -56* | -80*
30 | O=C(O)c1cn(C2CC2)c2cc(N3CCN(Cc4nnc(-c5ccc(Cl)cc5)o4)CC3)c(F)cc2c1=O | 57 | 69 | 81 | 49 | 76 | 61 | 86 | 73
31 | Cc1c(C(=O)NNC(=O)c2ccc(Cl)cc2)nnn1-c1ccc([N+](=O)[O-])cc1 | 82 | 103 | 82 | 86 | 93 | 94 | 91 | 94
32 | COc1ccc(S(N)(=O)=O)cc1 | 108 | 90 | 106 | 89 | 101 | 88 | 86 | 93
33 | CS(=O)(=O)c1ccc(C(=O)N=Nc2c(O)[nH]c3ccc([N+](=O)[O-])cc23)cc1 | 106 | 107 | 113 | 102 | 104 | 100 | 101 | 102
34 | COc1cc(CNC(=O)CCCC/C=C/C(C)C)ccc1OCc1cn(-c2ccc([N+](=O)[O-])cc2)nn1 | 81 | 90 | 98 | 69 | 90 | 84 | 75 | 83
35 | COC1OC2COC(c3ccccc3)OC2C2OC12 (stereo not drawn) | 92&117 | 80 | 101&102 | 97&104 | 106&107 | 82&108 | 99&103 | 80&106
36 | O=C1N/C(=N/O)S/C1=C/c1cn(-c2ccccc2)nc1-c1ccccc1 | 98 | 107 | 141 | 102 | 105 | 94 | 88 | 113
37 | O=C1CCCN1C1CCN2c3ccccc3CCc3cccc1c32 (stereo not drawn) | 95 | 91 | 110 | 80 | 107 | 86 | . | 89
38 | Cc1ccc(C(=O)O)cc1C#Cc1cnc2cccnn12 | 102 | 90 | 95 | 96 | 100 | 103 | 99 | 99
39 | Nc1cc(S(=O)(=O)O)c2cccc(S(=O)(=O)O)c2c1 | 91 | 84&88 | 108&99 | 93&102 | 108 | 102&108 | 107&109 | 127&108
40 | Cc1cnc2c(N)cc(C)c(C)c2c1 | 104 | 105 | 104 | 103 | 102 | 109 | . | 114
41 | O=C1CC(c2ccc(Cl)cc2)Oc2ccc(Cl)cc21 (stereo not drawn) | 87 | 22 | 89 | 82 | 84 | 92 | 79 | 100
42 | O=C(CN1CCN(c2cc(=O)n(-c3ccccc3)c3ccccc23)CC1)Nc1ccc(Cl)cc1 | 82 | . | . | 67 | 87 | 80 | 65 | 58
43 | CCOc1ccc(-c2nnc(C3CC(NC(=O)c4cccc5nccnc45)C3)n2-c2ccccc2F)nc1 (stereo not drawn) | 83 | 75 | 98 | 100 | 95 | 93 | 87 | 113
44 | O=C(CSc1nnc(-c2ccc(-c3nc4ccc(Cl)cc4[nH]3)cc2)o1)Nc1ccccc1 | -27* | 2.4* | 2.3* | 7.3* | 4.1* | -32* | 21 | 48
45 | CCOC(=O)c1nc(Oc2ccc(NC(=O)Nc3ccc(C)c(Cl)c3)cc2)c2ccccc2n1 | 110 | 120 | 101 | 93 | 103 | 102 | 109 | 111
46 | CC(Br)C(OC(=O)c1ccc(Cl)cc1)c1cc2c(cc1Br)OCO2 (stereo not drawn) | 105 | 76 | 88 | 74 | 88 | 90 | 77 | .
47 | CC12CCC(C1)C(C)(C)/C2=N\N=C(N)N (stereo not drawn) | 110 | . | 112 | 103 | 104 | 90 | 108 | 100
48 | CCOC(=O)C1C(=O)N(c2ccccc2CC)C(=O)C(C#N)=C1c1ccc2c(c1)OCO2 (stereo not drawn) | 115 | 107 | 110 | 92 | 97 | 105 | 101 | 122
49 | O=C(Cc1ccccc1)CC(CC(=O)c1ccccc1)c1ccccc1 (stereo not drawn) | 110 | 82 | 97 | 83 | 90 | 86 | 72 | 108
50 | CC(C)CC(NC(=O)CCc1nc2c(=O)[nH]c(=S)[nH]c2[nH]c1=O)C(=O)O (stereo not drawn) | 96 | 91 | 99 | 95 | 93 | 101 | 100 | 96
51 | CC(=O)c1ccc2c(c1)Cc1cc(C(C)=O)ccc1-2 | 141 | . | 92 | 99 | 108 | 95 | 76 | 104
52 | Oc1[nH]c2ccccc2c1/C=c1/cc2c(c(-c3ccc(F)cc3)n1)=Nc1ccccc1-2 | -47* | -18* | -54* | -56* | -37* | -34* | 38 | 21
53 | COc1ccc(-c2c(N)n[nH]c2-c2cc(OC)c3c(c2)OCCO3)cc1 | 78 | 88 | 39 | 71 | 65 | 56 | . | 88
54 | N#Cc1c(-c2ccc(Cl)cc2)cc(-c2ccccc2)n(Cc2ccccc2)c1=O | 107 | 101 | 107 | 83 | 107 | 97 | 94 | 100
55 | O=C(CN(C1CCCCC1)C1CCCCC1)Nc1ccc(S(=O)(=O)c2ccc(NC(=O)CN(C3CCCCC3)C3CCCCC3)cc2)cc1 | -21* | -87* | -67* | -21* | -59* | 2.6* | -44* | -18*
56 | COc1ccc2c(c1)C(Sc1ccc(F)cc1)c1c(nc(N)c(C#N)c1N)O2 (stereo not drawn) | 111 | 116 | 88 | 74 | 85 | 96 | 87 | 104
57 | C(=N\Nc1c2ccccc2nc2ccccc12)/c1ccccc1 | 101 | 92 | 105 | 90 | 107 | 100 | 91 | 102
58 | Cc1cc(Nc2nc(O)c(/C=c3\ccc4c(c3)C=CN=4)s2)no1 | 109 | 106 | 92 | 83 | 105 | 100 | 98 | 102
59 | COc1ccc(-n2c(SCc3n[nH]c(=S)n3C(=O)c3ccccc3)nc3cc(OC)c(OC)cc3c2=O)cc1 | 68 | 77 | 86 | 71 | 76 | 86 | 87 | 97
60 | CC1CCCCN1C(=S)Nc1ccc(S(=O)(=O)N2CCCCC2)cc1 (stereo not drawn) | . | 63 | 130 | 96 | 89 | 101 | . | 105
61 | CC1(C)C(N2CCCCC2)CS1(=O)=O (stereo not drawn) | 105 | 103 | 98 | 107 | 105 | 102 | . | 96
62 | COc1cc(C)ccc1Oc1nc(Nc2ccc(N3CCOCC3)cc2)ncc1N=Cc1ccc(Cl)cc1 | 66 | 41 | 83 | 71 | 69 | 38 | 82 | 73
63 | O=C(Nc1ccncc1)C(=O)c1cn(S(=O)(=O)c2cccc(Cl)c2)c2ccccc12 | 79 | . | . | 61 | 47 | 75 | 52 | 78
64 | CC(=O)OC(OC(C)=O)c1ccc([N+](=O)[O-])o1 | 120 | . | 99 | 98 | 94 | 94 | 105 | 89
65 | N#Cc1c(-c2ccc(F)cc2)nc(N=Nc2c(O)[nH]c3ccc(Br)cc23)nc1N1CCOCC1 | 72 | 72 | 100 | 92 | 87 | 74 | 100 | 86
66 | N#Cc1ccc(O)c(C2=NCC(C3CCNCC3)O2)c1 (stereo not drawn) | 76 | 82 | 94 | 103 | 90 | 75 | 95 | 93
67 | O=C(CCl)N(C1CCCCC1)C1CCCCC1 | 119 | 93 | 112 | 102 | 96 | 115 | 104 | 105
68 | O=C(CSc1nccc(=O)[nH]1)Nc1ccc(-c2nc3ccc([N+](=O)[O-])cc3[nH]2)cc1 | 49 | 142 | 107 | 63 | 46 | 85 | 102 | 112
69 | O=C(N/N=C/c1ccc(Cl)cc1)c1cnc2n(c1=O)CCCCC2 | 111 | 74 | 95 | 96 | 101 | 94 | 89 | 95
70 | COc1ccc(C2C3(C#N)C(N)=NC(=C(C#N)C#N)C23C#N)cc1OC (stereo not drawn) | . | 77 | 112 | 100 | . | 107 | 95 | 102
71 | Clc1nc2ccccc2cc1-c1nnc(-c2cccnc2)o1 | 98 | 121 | 88 | 104 | 102 | 98 | . | 91
72 | N#Cc1ccc(C(=O)CSc2nccc(Nc3ccc(S(=O)(=O)Nc4nccs4)cc3)n2)cc1 | 111 | 115 | 111 | 101 | 112 | 97 | 88 | 104

Five compounds drawn at random from those above, as already listed:
cpd | Molecule | HOP-62 | HOP-92 | MALME-3M | UACC-62 | M14 | A549/ATCC | EKVX | UACC-257
30 | O=C(O)c1cn(C2CC2)c2cc(N3CCN(Cc4nnc(-c5ccc(Cl)cc5)o4)CC3)c(F)cc2c1=O | 57 | 69 | 81 | 49 | 76 | 61 | 86 | 73
60 | CC1CCCCN1C(=S)Nc1ccc(S(=O)(=O)N2CCCCC2)cc1 (stereo not drawn) | . | 63 | 130 | 96 | 89 | 101 | . | 105
6 | O=C(O)c1cc(N=Nc2ccc(/C=C/c3ccc(N=Nc4ccc(O)c(C(=O)O)c4)cc3S(=O)(=O)O)c(S(=O)(=O)O)c2)ccc1O | 115 | 118 | 99 | 104 | 106 | 109 | 101 | 109
9 | CCOC(=O)CNc1nc(N)nc(N2CCCCC2)c1C=O | 118 | 95 | . | 104 | 102 | 102 | 106 | 103
57 | C(=N\Nc1c2ccccc2nc2ccccc12)/c1ccccc1 | 101 | 92 | 105 | 90 | 107 | 100 | 91 | 102

Assay outcomes: PubChem, NCI
